Screening data as filed in PubChem BioAssay.
LDHA inh = qHTS assay for inhibitors of human lactate dehydrogenase; 0.15% of 480,000 active; activity change, % (values are at about 110 or 230 µM); purified LDHA, NADH/diaphorase-resazurin fluorescence; hits give low values; L-lactate dehydrogenase A chain (Homo sapiens), P00338; in the data active = activity change below about -30%; inconclusive = mostly about -25% to -30%;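 also: plate controls were DMSO wells for no effect and wells without enzyme for full effect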
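LDH5 2 nM; NADH 0.06 mM, pyruvate 0.2 mM; 200 mM Tris pH 7.4, EDTA, Tween-20; 5 min RT. Detection: diaphorase 0.133 mg/mL + resazurin 37 µM, fluorescence ex540/em590 at 0 and 20 min; normalized to enzyme-free and DMSO wells.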
Vif-APOBEC3G blk = qHTS for Inhibitors of Vif-A3G Interactions: qHTS; Potency, µM (top dose mostly 46.1 µM), inactives show at the top dose activity, negative = active, usual class: inhibitors; 0.076% of 410,000 active; DNA dC->dU-editing enzyme APOBEC-3G (Homo sapiens), Q9HC16; HeLa A3G-eYFP + Vif (tagged APOBEC3G with the HIV-1 protein that degrades it), YFP fluorescence, overnight;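 also: potency is read from the fitted curve at half-maximal effect; % is scaled to controls: 0 for no effect and ±100 for the full control effect; nearly all actives have a fitted effect of over 60% in size; hits raise eYFP signal because A3G escapes Vif-driven loss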
Target sequence (Q9HC16 whole entry, looked up): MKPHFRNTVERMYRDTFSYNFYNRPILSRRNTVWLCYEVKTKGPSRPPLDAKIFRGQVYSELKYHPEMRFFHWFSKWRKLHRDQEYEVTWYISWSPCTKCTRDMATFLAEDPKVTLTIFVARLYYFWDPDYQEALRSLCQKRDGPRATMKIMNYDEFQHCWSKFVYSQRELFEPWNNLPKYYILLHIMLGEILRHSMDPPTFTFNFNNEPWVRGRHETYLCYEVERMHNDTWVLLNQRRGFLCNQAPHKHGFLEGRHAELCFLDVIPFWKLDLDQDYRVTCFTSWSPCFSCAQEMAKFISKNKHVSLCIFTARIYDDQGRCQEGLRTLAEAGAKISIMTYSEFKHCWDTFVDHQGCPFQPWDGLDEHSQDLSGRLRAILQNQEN
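Read-out is eYFP fluorescence (Ex 488/Em 500-530) from Vif-expressing HeLa A3G-eYFP cells; more signal means A3G escaped Vif-mediated degradation. Cells plated overnight, compound pinned in, incubated overnight at 37 deg C.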
PI4K2A block = qHTS for small molecular inhibitors of PI4K2A. purified PI4K2A, ADP-Glo luminescence, 1 h; hits give low values. activity change, negative = inhibition, % at 76.9 µM. 0.13% of 420,000 active; in the data active = activity change below about -50%; inconclusive = mostly about -30% to -49%;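 also: -100% = wells without enzyme as full effect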
Target sequence (Q9BTU6 whole entry, looked up): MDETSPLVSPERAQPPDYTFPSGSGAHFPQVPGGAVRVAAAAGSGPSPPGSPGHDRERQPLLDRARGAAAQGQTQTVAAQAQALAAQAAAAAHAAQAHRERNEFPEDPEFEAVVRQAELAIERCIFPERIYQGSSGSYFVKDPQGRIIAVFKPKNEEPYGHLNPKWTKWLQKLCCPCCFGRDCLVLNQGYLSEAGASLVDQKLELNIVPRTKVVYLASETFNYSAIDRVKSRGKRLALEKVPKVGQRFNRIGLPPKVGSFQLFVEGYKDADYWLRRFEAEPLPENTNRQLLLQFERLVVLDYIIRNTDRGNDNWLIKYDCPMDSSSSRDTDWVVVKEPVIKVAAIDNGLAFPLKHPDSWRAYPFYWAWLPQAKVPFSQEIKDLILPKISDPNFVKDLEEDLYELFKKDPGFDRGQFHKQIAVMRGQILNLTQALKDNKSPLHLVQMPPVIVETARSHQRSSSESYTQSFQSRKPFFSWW
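In this quantitative HTS, ADP production by PI4K2A was quantified luminescently after 1 h at ambient temperature; 100 microM adenosine served as plate-quality control.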
RXFP1 agonist = qHTS Assay for Agonists of the Relaxin Receptor RXFP1; Relaxin receptor 1 (Homo sapiens), Q9HBX9; 0.3% of 370,000 active; HEK293T-RXFP1 cAMP TR-FRET, 30 min; response scale: percent of porcine relaxin response, buffer zero; Potency, µM (doses to about 57.5 µM), without a hit: top-dose activation, actives largely listed as activators; also: potency is read from the fitted curve at half-maximal effect; % is scaled to controls: 0 for no effect and ±100 for the full control effect; nearly all actives have a fitted effect of over 60% in size; many of its hits are not listed in these tables
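HEK293T cells stably expressing RXFP1 were pretreated with the PDE4 inhibitor Ro 20174, exposed to compounds for 30 min at 37C, lysed, and cAMP was read by TR-FRET. Data normalized to buffer (basal) and 29 nM porcine relaxin (100%).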
GRP78 ERSR act = qHTS for Inducers of the Endoplasmic Reticulum Stress Response (ERSR) in Human Glioma: qHTS; U87-MG GRP78 promoter luciferase reporter, 16 h; Potency, µM, for the others: at the highest dose activation, usual class: activators; 0.02% of 420,000 active; AID 602332, 2012; also: potency is read from the fitted curve at half-maximal effect; series mostly up to about 76 µM; % of control where 0% means no effect; nearly all actives have a fitted effect of over 35% in size
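Stably transfected U87-MG glioma cells carrying a GRP78-based luciferase sensor; 16 h compound incubation. Luminescence end-point read 10 min after Bright-Glo addition at room temperature.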
TrxR1 substrate = qHTS Assay for Substrates of Mammalian Selenoprotein Thioredoxin Reductase 1 (TrxR1): qHTS. AID 588456, 2011. purified TrxR1 substrate turnover, NADPH consumption readout. Potency, µM (highest dose often 114 µM), for the others: at the highest dose activity change, negative = substrate turnover. 0.01% of 390,000 active; also: potency is read from the fitted curve at half-maximal effect; % is scaled to controls: 0 for no effect and ±100 for the full control effect; nearly all actives have a fitted effect of over 50% in size
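Rat TrxR1, dispensed at 90 nM, was prereduced with 400 uM NADPH (final) for 5 min at ~22 deg C, then incubated with compound 15 min before 400 uM selenite. A first-read NADPH fluorescence drop versus no-compound background flagged substrates.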
Vif-A3F inh = qHTS for Inhibitors of Vif-A3F Interactions: qHTS | Potency, µM (highest dose often 46.1 µM), inactives show at the top dose activity, negative = active | 0.2% of 390,000 active | HeLa A3F-eYFP + Vif (tagged APOBEC3F with the HIV-1 protein that degrades it), YFP fluorescence increase; also: potency is read from the fitted curve at half-maximal effect; % of control where 0% means no effect; nearly all actives have a fitted effect of over 65% in size
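HeLa cells stably expressing A3F-eYFP plus Vif, plated and incubated overnight at 37 deg C, then exposed to compounds overnight at 37 deg C. Blocked degradation read as raised yellow fluorescence (Ex 488/Em 500-530).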
mIDH1 inhibitor = qHTS for Inhibitors of mutant isocitrate dehydrogenase 1 (IDH1): qHTS | Isocitrate dehydrogenase [NADP] cytoplasmic (Homo sapiens), O75874 | IDH1-R132H enzyme, NADPH consumption, diaphorase/resazurin fluorescence | Potency, µM (highest dose often 76.6 µM), inactives show at the top dose activity change, negative = inhibition, hits mostly inhibitors | 0.093% of 390,000 active | AID 602179, 2012; also: potency is read from the fitted curve at half-maximal effect; % is scaled to controls: 0 for no effect and ±100 for the full control effect; nearly all actives have a fitted effect of over 65% in size
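IDH1-R132H (0.5 ug/mL dispensed) in pH 7.5 Tris buffer was preincubated 30 min with compound, then given a substrate mix of 0.016 mM NADPH and 2 mM alpha-KG for 80 min at room temperature; remaining NADPH was read by diaphorase/resazurin fluorescence.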
USP1-UAF1 inh = Inhibitors of USP1/UAF1: Primary Screen. 0.23% of 390,000 active. Potency, µM (top dose mostly 57.1 µM), for the others: at the highest dose activity change, negative = inhibition, usual class: inhibitors. recombinant USP1/UAF1, Ub-Rhodamine cleavage fluorescence; also: potency is read from the fitted curve at half-maximal effect; % is scaled to controls: 0 for no effect and ±100 for the full control effect; nearly all actives have a fitted effect of over 60% in size; inactives centre near -12
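USP1/UAF1 complex at 1 nM was preincubated with compound for 15 min at room temperature, then Ub-Rho substrate (150nM final) was added. Fluorescence (480/540 nm) was read kinetically, 6 reads every 60 seconds.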
Numbers without * were called inactive; ? = inconclusive; . = not tested or not shown; [ ] = another dose, or the depositor's remark. Unless noted, calls follow the shape of the dose curve; as a rule, active = well fitted curve in the direction sought with a large enough effect; inconclusive = small, poorly fitted or top-dose-only effect, or another doubt; inactive = no such curve, though single readings can be large; an effect the other way counts as inactive or inconclusive. An excerpt, so the mix of outcomes need not match the whole.

SMILES	LDHA inh	Vif-APOBEC3G blk	PI4K2A block	RXFP1 agonist	GRP78 ERSR act	TrxR1 substrate	Vif-A3F inh	mIDH1 inhibitor	USP1-UAF1 inh
COc1ccc(CCNC(=O)CN2C(=O)NC3(CCOc4ccccc43)C2=O)cc1 (centres undefined)	-7	1%	-2	0.5%	-4%	-2%[57.1 µM]	-5%	-5%	-10%
O=c1c(-c2cccc3ccccc23)[n+]([O-])c2ccccc2n1O	7	0%	6	0.8%	-4%	-6%	.	2%	-21%
O=C(O)c1cc(Cl)nc2ccccc12	-1	4%	2	-0.3%	-8%	-9%	1%	-1%	-11%
CCN(CC)CCNC(=O)CNC(=O)c1nn(-c2ccc(OC)cc2)c(=O)c2ccccc12	-1	0%	6	2.6%	0%	-3%	-1%	-5%	-8%
Cc1ccc(S(=O)(=O)c2c(N)n(CCCO)c3nc4ccccc4nc23)cc1	-6	-1%	6	-0.4%	-3%	389%[activator]	1%	-4%	-22%
CCC(C)N(C(=O)C(F)(F)F)C(C(=O)NC1CCCCC1)c1ccncc1 (centres undefined)	-12	1%	7	0.8%	-4%	5%	3%	4%	-16%
O=C(CSC1=Nc2ccccc2C2=NC(Cc3ccccc3)C(=O)N12)Nc1ccccc1F (centres undefined)	3	-8%	1	1.5%	1%	4%[57.1 µM]	-11%	23%	-17%
CC1CCCCN1CCCNc1ccc(C(CC(N)=O)NC(=O)Cc2ccc(Br)cc2)cc1[N+](=O)[O-] (centres undefined)	-9	-5%	-1	0.8%	-1%	10%[57.1 µM]	-4%	-5%	-11%
CN(C)/C=C(/C(=O)c1ccc(F)cc1)S(=O)(=O)c1ccc(F)cc1	-9	-4%	2	0.1%	?	-1%[57.1 µM]	7%	0%	-2%
COc1ccc(CCc2nc(-c3cccs3)no2)cc1	3	1%	-3	2.3%	1%	4%	-2%	11%	-23%
CN1CCN(C(=O)c2cnn(-c3ccccc3)c2NC(=O)c2ccccc2)CC1	-4	7%	-3	-1.9%	-2%	3%	2%	-3%	-2%
CCCCn1c(N)c(-c2nc3ccccc3o2)c2c([N+](=O)[O-])nn(C)c(=O)c21	-5	0%	-2	-1.5%	-6%	10%	-1%	-2%	?
O=C(Nc1ccc(Cl)c(Cl)c1)Nc1nccs1	-8	-16%	4	-2.1%	-3%	-7%	7%	8%	-10%
Cc1cc(C)n(CC(O)CN(c2ccccc2)S(=O)(=O)c2ccccc2)n1 (centres undefined)	-5	0%	2	-0.3%	-3%	5%[57.1 µM]	7%	4%	0%
COc1ccc(N2CC(NC(=O)c3ccc(S(=O)(=O)N4CCCC4)cc3)CC2=O)cc1 (centres undefined)	0	2%	-2	4.4%	-3%	8%[57.1 µM]	6%	-13%	8%
CC(C)CCN1CCN(CC(c2ccccc2)c2ccccc2)CC1CCO (centres undefined)	-2	2%	1	-0.4%	-5%	5%[57.1 µM]	-8%	5%	5%
COc1cc(NC(=O)CCS(=O)(=O)c2ccc3c(c2)oc(=O)n3C)cc(OC)c1OC	0	0%	-11	-0.3%	-5%	9%	4%	2%	-22%
O=S(=O)(c1ccc2nnn(OCc3ccccc3)c2c1)N1CCOCC1	-1	-1%	-5	1.7%	-5%	-6%	2%	3%	-7%
CC1(C)NC(=O)N(CC(O)CN2CCOCC2)C1=O (centres undefined)	-7	3%	3	1.7%	-2%	2%	-3%	2%	-4%
Cc1cccc(NC(c2nnc(-c3ccccc3)o2)c2ccc(F)cc2Cl)c1C (centres undefined)	-2	-3%	0	0.9%	-1%	-5%[57.1 µM]	2%	-13%	-22%
CCC1CN(C(=O)N2CCC(C(=O)N3CCN(c4cccc(C)c4C)CC3)CC2)c2ccccc2O1 (centres undefined)	-2	-3%	-18	2.8%	-4%	-1%	0%	7%	-9%
COc1ccccc1N1CCN(S(=O)(=O)c2c(C)sc3ncn(CC(=O)Nc4ccc(C)cc4Br)c(=O)c23)CC1	-14	-1%	0	-4.5%	-6%	-1%	-3%	25%	-23%
COc1ccc(S(=O)(=O)N2CCOCC2)cc1NC(=O)Cc1ccc2c(c1)OCCO2	8	-3%	-2	-0.6%	2%	13%	2%	4%	-11%
Fc1ccc(-c2nc3ccc(Cl)cn3c2Cc2cccc(F)c2)cc1	-5	-2%	1	.	6%	.	.	.	.

A few values from the entries so far:
COc1ccccc1N1CCN(S(=O)(=O)c2c(C)sc3ncn(CC(=O)Nc4ccc(C)cc4Br)c(=O)c23)CC1 in GRP78 ERSR act is entered as -6%
COc1ccc(N2CC(NC(=O)c3ccc(S(=O)(=O)N4CCCC4)cc3)CC2=O)cc1 (centres undefined) in Vif-A3F inh is entered as 6%

The list continues:
SMILES	LDHA inh	Vif-APOBEC3G blk	PI4K2A block	RXFP1 agonist	GRP78 ERSR act	TrxR1 substrate	Vif-A3F inh	mIDH1 inhibitor	USP1-UAF1 inh
Cc1ccc(-n2[nH]c(C)c(/C=C3/C=Nc4ccccc43)c2=O)cc1C	-4	-6%	-4	0.0%	12%	6%[57.1 µM]	2%	7%	-21%
CCOc1ncccc1C(=O)OCC(=O)Nc1ccc(Cl)cn1	-3	-6%	0	.	-2%	-8%[57.1 µM]	3%	6%	2%
O=C(O)c1cnn2c1NC(c1ccc(F)cc1)CC2C(F)(F)F (centres undefined)	-9	2%	0	2.5%	-2%	6%	8%	-5%	1%
Cc1sc2c(c1C)c(=O)n(CCc1ccccc1)c(=O)n2Cc1ccc(F)cc1	-9	.	2	1.5%	.	4%	.	.	-20%
CCCCNc1ncnc2[nH]ncc12	-5	-1%	-3	.	-4%	1%	-3%	3%	1%
CC(=O)Nc1c(Br)cc2c(c1Br)C(=O)c1ccccc1-2	-2	-5%	1	.	-3%	5%[11.4 µM]	0%	5%	-19%
Cc1ccc(S(=O)(=O)c2c(C)nn(C(C)(C)C)c2OC(=O)C(C)C)cc1	1	1%	2	2.5%	2%	-4%	0%	0%	-22%
COc1ccc(-c2nnc(SCC(=O)Nc3cc(OC)ccc3OC)nc2-c2ccc(OC)cc2)cc1	-1	2%	0	-0.6%	-2%	2%[57.1 µM]	2%	-7%	?
CCN(CC)C(=O)C1=C(C)N(Cc2ccc(F)cc2)C(=O)C(CC(=O)NC2CCCCC2)C1 (centres undefined)	-2	0%	9	.	-3%	.	-1%	2%	-25%
COc1ccc(OC)c(CCNC(=O)CN2C(=O)CC(C)(C)S(=O)(=O)c3ccccc32)c1	2	-8%	-4	2.1%	-6%	-5%[57.1 µM]	2%	15%	-9%
CCOCCCNC(=O)C1CCC(CNS(=O)(=O)c2ccc(NC(C)=O)cc2)CC1 (centres undefined)	-2	2%	0	0.0%	-3%	-5%[57.1 µM]	3%	-9%	0%
Cc1ccc([C@H]2C(C(=O)O)=CC[C@@H](c3ccc(Cl)cc3)N2S(=O)(=O)c2ccccc2C)cc1	-16	-5%	1	.	-1%	2%	-7%	-25%	-22%
Cc1ccc(NC(=O)C2CCCN2C(=O)Oc2ccccc2)c(C)c1 (centres undefined)	-1	2%	-3	-0.3%	-4%	-2%[57.1 µM]	-6%	2%	-13%
NC(=O)C(NC(=O)OCc1ccccc1)c1ccccc1 (centres undefined)	-4	3%	-4	-0.7%	0%	-4%[57.1 µM]	-5%	6%	-32%
O=C1c2ccccc2C(=O)N1CCc1nc(-c2ccncc2)no1	0	1%	6	0.4%	-3%	6%	-5%	5%	-19%
CC1CC(=Cc2ccc([N+](=O)[O-])cc2)C(=O)O1 (centres undefined)	-9	-4%	2	.	-2%	8%[57.1 µM]	-28%	0%	-10%
CCOCCCn1c(=N)c(C(=O)NCc2cccnc2)cc2c(=O)n3ccccc3nc21	1	3%	-4	?	0%	976%[activator]	-17%	2%	?
CCc1ccc(NC(=O)Cn2nnc(-c3ccccc3N)n2)cc1	4	1%	1	0.7%	-2%	0%	3%	32%[activator]	-14%
Cc1cc(SCC(=O)Nc2cccc(S(=O)(=O)NC3=NCCCCC3)c2)nc2ccccc12	-8	-16%	2	-1.1%	-2%	0%	7%	0%	-10%
COc1cc(/C=C/c2cc[n+](C)cc2)ccc1OCC(=O)Nc1ccccc1	18	5%	-1	8.7%	7%	-1%	-8%	3%	-21%
COCCc1nn2c(=O)cc(COC(=O)c3ccc(C(C)(C)C)cc3)nc2s1	-1	4%	3	0.3%	-3%	-10%[57.1 µM]	-2%	8%	-9%
